KDM5B inh: blocks human KDM5B histone demethylase activity. Q9UGL1. KDM5B demethylase, FDH-coupled NADH fluorescence (FDH is formaldehyde dehydrogenase). Potency, µM (titrated, usually from 57.7 µM), for inactives: top-dose activity change, negative = inhibition, hits mostly inhibitors. 220,000 compounds, 2.6% hits; active means well fitted inhibition curve with a large enough effect; inconclusive means small, poorly fitted or top-dose-only effect; inactive means no such curve, though single readings can be large or run the other way; further: 0% is about no effect; nearly all actives have a fitted effect of over 70% in size
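qHTS format, multiple compound concentrations. Buffer 50 mM HEPES pH 7.5/0.01% Tween-20; 200 nM KDM5BΔAP final; 10 min compound preincubation; substrate-mix levels 12.5 µM peptide, 25 µM α-KG, 0.25 mM NAD⁺; 30 min RT; ΔRFU.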
Numbers without * were called inactive; & = joins results of further samples; [ ] = remark or other dose. Potency means the concentration at half of the fitted maximal effect.

Results for CC(=O)CC(C)(C)S(=O)(=O)c1ccc(Cc2ccc(S(=O)(=O)C(C)(C)CC(C)=O)cc2)cc1 ?
KDM5B inh: -18%

How did c1nc(C23CC4CC(CC(C4)C2)C3)cs1 do in these assays?
KDM5B inh: 20%

How did O=C1COc2ccc(OCC3CC3)nc2CN1Cc1ccc(C(F)(F)F)cc1 do in these assays?
KDM5B inh: 145%[activator][86.2 µM]

How did Cc1ccc(F)cc1NC(=O)CCCSc1nc2ccccc2s1 do in these assays?
KDM5B inh: 17%

Results for Cc1ccccc1-c1nc(C#N)c(NCc2ccccc2Cl)o1 ?
KDM5B inh: inconclusive

What do the screens show for `Cn1c(=O)c2c(nc(NCc3ccc4c(c3)OCO4)n2Cc2c(Cl)cccc2Cl)n(C)c1=O`?
KDM5B inh: 7%

What do the screens show for `O=C(Nc1ccc2oc(-c3cccnc3)nc2c1)c1cc([N+](=O)[O-])ccc1Cl`?
KDM5B inh: -12%

How did O=C(Nc1cccc(-c2nc3ccccc3o2)c1)c1ccc(Cl)c([N+](=O)[O-])c1 do in these assays?
KDM5B inh: 4%

How did CC(CNC(=O)CN1C(=O)CCSc2ccccc21)c1ccccc1 (stereo not drawn) do in these assays?
KDM5B inh: 22%

How did Cc1cc(OC2CN([S+](=O)([O-])c3ccc(C(F)(F)F)cc3)C2)ccc1F do in these assays?
KDM5B inh: -10%

How did COc1ccc(OC)c(CCNC(=O)CSCc2cnn(-c3ccccc3)c2-n2cccc2)c1 do in these assays?
KDM5B inh: -12%

Results for Cc1ccccc1NC(=O)CCNS(=O)(=O)c1ccc2c(c1)CCN2C(=O)C1CC1 ?
KDM5B inh: -2%

What do the screens show for `CC(C)C(NC(=O)c1ccncc1)C(=O)O` (stereo not drawn)?
KDM5B inh: 25%

How did CCOC(=O)c1nc(C)sc1-c1ccnn1S(=O)(=O)c1ccccc1C(F)(F)F do in these assays?
KDM5B inh: -9%

How did CC(Oc1ccccc1)C(=O)Nc1nnc2n1CCS2 (stereo not drawn) do in these assays?
KDM5B inh: -17%

How did Cc1cc(C[C@@H]2COC[C@@H]2NC(=O)CCN2CCCC2=O)on1 do in these assays?
KDM5B inh: 17%

How did O=C(c1ccc(F)cc1)N1CCc2nc(OCC3CC3)ccc2C1 do in these assays?
KDM5B inh: 22%

What do the screens show for `CCCOc1ccccc1C(=O)N1CCCCC1CCN1CCCCC1` (stereo not drawn)?
KDM5B inh: -6%&9%

What do the screens show for `CC(NC(=O)c1ccc(Cn2c(=O)c3cccn3c3cccnc32)cc1)c1ccccc1` (stereo not drawn)?
KDM5B inh: inconclusive

What do the screens show for `O=C(NCc1ccncc1)C1CN(Cc2cccc(Br)c2)CC12CCOCC2` (stereo not drawn)?
KDM5B inh: -8%

Results for O=C(c1ccccc1)c1ccc2c(c1)OCCOCCOCCOCCO2 ?
KDM5B inh: 34%

How did CCC(C)NC(=O)Cc1ccc(S(=O)(=O)N2CCCCC2)cc1 (stereo not drawn) do in these assays?
KDM5B inh: 12%

How did Cc1ccc(S(=O)(=O)Nc2cc(C)on2)cc1 do in these assays?
KDM5B inh: 11%

What do the screens show for `COc1cccc(-c2nc(S(=O)(=O)c3ccc(Cl)cc3)c(NCc3ccccc3)o2)c1`?
KDM5B inh: 13%

How did Cc1nn2c(=O)cc(COC(=O)c3ccco3)nc2s1 do in these assays?
KDM5B inh: -11%

How did O=C1O[C@@H]2CN(C3CCCC3)C[C@@H]2N1CCc1cccc(Cl)c1 do in these assays?
KDM5B inh: 38%[activator]

Results for O=C(/C=C/c1ccc(Cl)cc1Cl)c1ccccc1OC(F)F ?
KDM5B inh: inconclusive

What do the screens show for `CCOC(=O)c1c(S(=O)(=O)NCC(=O)NCc2cccc(C)c2)c(C)n(C)c1C`?
KDM5B inh: 13%

Results for COc1ccc2nc(-n3ncc4c3NC(=O)CC4c3cc(OC)c(OC)c(OC)c3)sc2c1 (stereo not drawn) ?
KDM5B inh: 3%

Results for CSc1cccc(NC(=O)C2CCCN(S(=O)(=O)c3ccc4c(c3)CCCN4C(C)=O)C2)c1 (stereo not drawn) ?
KDM5B inh: -3%

What do the screens show for `COC(=O)c1ccc2c(=O)n(CCCCCC(=O)NC(C)C)c(=O)[nH]c2c1`?
KDM5B inh: -28%

Results for Cn1cnc2c1c(=O)n(CCCSCc1cccc(Br)c1)c(=O)n2C ?
KDM5B inh: 13%

How did Cc1cc2nc(SCC(=O)Nc3cc(Cl)ccc3C)[nH]c(=O)c2[nH]1 do in these assays?
KDM5B inh: -3%

How did FC(F)(F)c1ccccc1/C=N/n1c(COc2ccccc2)n[nH]c1=S do in these assays?
KDM5B inh: inconclusive

What do the screens show for `O=C(c1ccccc1F)N1CC(Oc2ccc3c(c2)OCO3)C1`?
KDM5B inh: inconclusive

Results for N#Cc1cccc(-c2cn3c(n2)N(C(=O)CC2CCCC2)CCC3)c1 ?
KDM5B inh: 20µM*

What do the screens show for `COc1ccc(-n2cc(-c3ccccc3)c3c(SC(C)C(C)=O)ncnc32)cc1` (stereo not drawn)?
KDM5B inh: -26%

Results for Cc1ccc(NC(=O)c2sc3ncnc(N(C)C4CCCCC4)c3c2C)cc1 ?
KDM5B inh: inconclusive

Results for Cc1ccc(Cl)cc1N1CCN(C(=O)c2cc(S(=O)(=O)N3CCCCC3)cn2C)CC1 ?
KDM5B inh: -22%

What do the screens show for `O=C1NC2(CCCN(Cc3ccc(OC(F)(F)F)cc3)C2)Oc2ccccc21` (stereo not drawn)?
KDM5B inh: -5%

Results for Cc1ccc2c(Cl)cc(Cl)c(OCC(=O)NC(=O)NC(C)(C)C)c2n1 ?
KDM5B inh: 11%

How did Cn1c(C(=O)NCCNC(=O)c2ccccc2F)cc2ccccc21 do in these assays?
KDM5B inh: 8%

Results for Clc1ccc(CN2CCc3nc(Nc4ccc5c(c4)OCCO5)ncc3C2)cc1 ?
KDM5B inh: inconclusive

Results for Cc1ccc(-n2c(CC#N)n[nH]c2=S)c(C)c1 ?
KDM5B inh: -5%

What do the screens show for `Cc1noc(C)c1S(=O)(=O)NCCc1csc2nc(-c3ccc(Cl)cc3)nn12`?
KDM5B inh: -16%

Results for c1ccc(-c2nnc3ccc(SCc4ccco4)nn23)cc1 ?
KDM5B inh: inconclusive

Results for COc1ccc2ccccc2c1C1NC(=O)NC(C)=C1[N+](=O)[O-] (stereo not drawn) ?
KDM5B inh: 23%

What do the screens show for `Cc1ccc(CNCc2ccc(C)s2)cc1`?
KDM5B inh: -9%

Results for Cc1cccc(NC(=O)CSc2ncc(-c3ccc(Br)cc3)[nH]2)c1 ?
KDM5B inh: -19%

Results for Cc1ccccc1-n1cc(CN(C)Cc2nc(-c3ccc(C(F)(F)F)cc3)no2)cn1 ?
KDM5B inh: -2%

What do the screens show for `CCNC(=O)c1ccc(N2CC3CC(C2)[C@H]2CCCC(=O)N2C3)nc1` (stereo partly drawn)?
KDM5B inh: inconclusive

Results for O=C(CC1CCCC1)N1CCCC(c2nn[nH]n2)C1 (stereo not drawn) ?
KDM5B inh: 1%

Results for COc1cc(OC)c(NS(=O)(=O)c2cc(-c3cnc(C)o3)ccc2OC)cc1Cl ?
KDM5B inh: 4%

What do the screens show for `CC1OC(OC2C(O)CC(OC3C(O)CC(OC4CCC5(C)C(CC[C@@H]6[C@@H]5CCC5(C)C(C7=CC(=O)OC7)CCC65O)C4)OC3C)OC2C)CC(O)C1O` (stereo partly drawn)?
KDM5B inh: 1%

How did CC(C)(C(=O)N1C[C@H](C2CC2)[C@@H](N)C1)c1ccccc1 do in these assays?
KDM5B inh: 21%

Results for COCC(=O)N1CCCN(Cc2ccncc2)C(c2ccccc2)CC(=O)NCC1 (stereo not drawn) ?
KDM5B inh: -21%

What do the screens show for `COCCN1C(=O)c2cccn2CC1CNC(=O)c1ccc2ccccc2n1` (stereo not drawn)?
KDM5B inh: 23%

How did O=S(=O)(Nc1ccc(-c2cn3ccsc3n2)cc1)c1ccccc1 do in these assays?
KDM5B inh: -18%

What do the screens show for `Cc1cccc(-n2c(SCC(=O)N3CCCC3=O)nc3ccccc3c2=O)n1`?
KDM5B inh: 20%

What do the screens show for `CC(C)CCNC(=O)c1ccc(-c2ccc(N3CCSCC3)nc2)cc1`?
KDM5B inh: 22µM*

How did Cc1cc(C(=O)NCCCN2CCCCCC2=O)c2ccc(F)cc2n1 do in these assays?
KDM5B inh: 1%

How did CCC(C)c1ccc(NC(=O)CCc2ncc(-c3ccc(F)cc3)o2)cc1 (stereo not drawn) do in these assays?
KDM5B inh: 9%

Results for CCOC(=O)c1ccc(NC(=O)N2CCCCCC2)cc1 ?
KDM5B inh: 4%

What do the screens show for `O=C(Nc1csc([N+](=O)[O-])c1)Nc1c(Cl)cccc1Cl`?
KDM5B inh: 26%

How did CCOC(=O)CSc1ccc2nnc(CCNS(=O)(=O)c3ccccc3)n2n1 do in these assays?
KDM5B inh: inconclusive

How did N#CC(C(=O)NCc1ccccc1)=C1CCCCC1 do in these assays?
KDM5B inh: -4%

Results for CCc1ccc(Nc2c3c(nc4ccccc24)CCC3)cc1 ?
KDM5B inh: 0%

What do the screens show for `CCC(C)NC(=O)c1ccccc1NC(=O)C1CCN(S(=O)(=O)Cc2ccc(C)cc2)CC1` (stereo not drawn)?
KDM5B inh: 7%

Results for Cc1ccc(CCNC(=O)C(CC(C)C)NS(=O)(=O)c2ccc3c(c2)oc(=O)n3C)cc1 (stereo not drawn) ?
KDM5B inh: -19%

Results for Cc1ccc(C)c(CSc2nnc(C(N)Cc3ccccc3)o2)c1 (stereo not drawn) ?
KDM5B inh: -26%

Results for CCCN(C(=O)c1cn(C)c(=O)c2ccccc12)c1ccccc1C ?
KDM5B inh: inconclusive

Results for N#Cc1ccc(OCC(=O)Nc2cc(S(=O)(=O)N3CCOCC3)ccc2N2CCCC2)cc1 ?
KDM5B inh: -3%

What do the screens show for `Cc1ccccc1Cn1c(CN2CCC(C(=O)NCc3cccnc3)CC2)cc2ccccc21`?
KDM5B inh: -7%

How did CCOC(=O)c1nc(NC(C)c2ccccc2)c2ccccc2n1 (stereo not drawn) do in these assays?
KDM5B inh: 0%

What do the screens show for `O=C(c1ccncc1)N1CCC2(CN[S+](=O)([O-])c3cnccc3O2)C1` (stereo not drawn)?
KDM5B inh: 10%[149 µM]

How did CCCCCCOc1ccc(-c2ccc(C(=O)O)cc2)cc1 do in these assays?
KDM5B inh: -15%

What do the screens show for `CSc1ccc(C2c3c(oc4cc(C)cc(C)c4c3=O)C(=O)N2Cc2ccco2)cc1` (stereo not drawn)?
KDM5B inh: 9%

Results for CC(C)NC(=O)C[C@@H]1CCNC[C@@H]1Cc1cc(-c2ccccc2)on1 ?
KDM5B inh: -21%[86.2 µM]

How did CC(=O)c1ccc(NC(=O)N2C[C@@H]3C[C@H](C2)c2ccc(NC(=O)Nc4cccc(C#N)c4)c(=O)n2C3)cc1 do in these assays?
KDM5B inh: 5%

How did O=C(CCC1CCCC1)N1CCC(c2noc(COc3ccc(F)cc3)n2)C1 (stereo not drawn) do in these assays?
KDM5B inh: 10%

What do the screens show for `O=C(COC(=O)C1CC2CCCC(C1)C2=O)Nc1ccc(C(F)(F)F)cc1[N+](=O)[O-]` (stereo not drawn)?
KDM5B inh: -23%

What do the screens show for `COCC1(CNCC2CCCC2)C[C@@H](O)[C@@H](O)C1` (stereo partly drawn)?
KDM5B inh: -6%[115 µM]

Results for CN1c2cc(C(=O)Nc3cccc(Br)c3)ccc2C(=O)N2CCCCCC21 (stereo not drawn) ?
KDM5B inh: inconclusive

What do the screens show for `CC(CNC(=O)NCc1ccco1)N1CCOCC1` (stereo not drawn)?
KDM5B inh: 5%

How did O=C(COC(=O)c1ccccc1[N+](=O)[O-])c1ccc(F)cc1 do in these assays?
KDM5B inh: 12%

Filtered by structure: those above with an aryl thioether with sulfur outside any ring.
How did Cc1ccc(F)cc1NC(=O)CCCSc1nc2ccccc2s1 do in these assays?
KDM5B inh: 17%

Results for CSc1cccc(NC(=O)C2CCCN(S(=O)(=O)c3ccc4c(c3)CCCN4C(C)=O)C2)c1 (stereo not drawn) ?
KDM5B inh: -3%

How did Cc1cc2nc(SCC(=O)Nc3cc(Cl)ccc3C)[nH]c(=O)c2[nH]1 do in these assays?
KDM5B inh: -3%

What do the screens show for `COc1ccc(-n2cc(-c3ccccc3)c3c(SC(C)C(C)=O)ncnc32)cc1` (stereo not drawn)?
KDM5B inh: -26%

Results for c1ccc(-c2nnc3ccc(SCc4ccco4)nn23)cc1 ?
KDM5B inh: inconclusive

Results for Cc1cccc(NC(=O)CSc2ncc(-c3ccc(Br)cc3)[nH]2)c1 ?
KDM5B inh: -19%

What do the screens show for `Cc1cccc(-n2c(SCC(=O)N3CCCC3=O)nc3ccccc3c2=O)n1`?
KDM5B inh: 20%

How did CCOC(=O)CSc1ccc2nnc(CCNS(=O)(=O)c3ccccc3)n2n1 do in these assays?
KDM5B inh: inconclusive

Results for Cc1ccc(C)c(CSc2nnc(C(N)Cc3ccccc3)o2)c1 (stereo not drawn) ?
KDM5B inh: -26%

What do the screens show for `CSc1ccc(C2c3c(oc4cc(C)cc(C)c4c3=O)C(=O)N2Cc2ccco2)cc1` (stereo not drawn)?
KDM5B inh: 9%

Bioassay records as filed in PubChem.

This is a subset; rates above refer to the full screens.
